Screening data: PubChem BioAssay, several laboratories
Scp1 inh = Scp-1 (human) phosphatase inhibition; Recombinant Scp1, phosphopeptide, malachite green phosphate absorbance; 0.88% of 340,000 active; Q9GZU7; inhibition, % at 20 µM; AID 493091;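 active means inhibition above about 50% at 20 µM, limit read from the data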;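 further: plate controls were DMSO wells with enzyme for no effect and wells lacking enzyme for full effect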
Target sequence (Q9GZU7 76-261 limits assumed): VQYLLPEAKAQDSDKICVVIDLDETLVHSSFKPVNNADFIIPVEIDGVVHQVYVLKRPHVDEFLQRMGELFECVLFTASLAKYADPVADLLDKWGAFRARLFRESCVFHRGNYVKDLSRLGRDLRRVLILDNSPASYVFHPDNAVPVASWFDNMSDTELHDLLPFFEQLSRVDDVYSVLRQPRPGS
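Material: truncated SCP-1 phosphatase (76-261aa) / Buffer or medium: 50 mM Tris acetate pH 5.5, 0.005% Tween-20, 10 mM MgCl2 / Compound dosing: one concentration, 20 µM, with 1.0% DMSO / Incubation: 45 min room-temperature reaction, 5 min colour, 30 min stabiliser / Detection: colorimetric free-phosphate detection, absorbance 630 nm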
SUMO1 PPI mod = SUMO1-SIM interaction modulation | 0.33% of 360,000 active | inhibition, % at 20 µM | SUMO1 binding to a labelled peptide, TR-FRET, 1 h | AID 602429 | P63165; in the data active means inhibition above about 37%
DNMT1 block = DNMT1 (human) enzyme inhibition. P26358. DNMT1 molecular beacon, Hinp1I cleavage, fluorescence. inhibition (reported as % activation of signal), % at 10 µM. 0.83% of 360,000 active. AID 588458; in the data active means inhibition above about 50%
Rpn11 inh = inhibitors of human proteasome Rpn11; human 26S proteasome, Ub4-pepOG fluorescence polarization; 20S core pre-blocked with epoxomicin; calls only at 20 µM; 0.59% of 360,000 active; AID 588493;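 active means inhibition at 20 µM, scaled to each plate's controls, above about 33%, limit read from the data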
Target sequence (O00487 whole entry, looked up): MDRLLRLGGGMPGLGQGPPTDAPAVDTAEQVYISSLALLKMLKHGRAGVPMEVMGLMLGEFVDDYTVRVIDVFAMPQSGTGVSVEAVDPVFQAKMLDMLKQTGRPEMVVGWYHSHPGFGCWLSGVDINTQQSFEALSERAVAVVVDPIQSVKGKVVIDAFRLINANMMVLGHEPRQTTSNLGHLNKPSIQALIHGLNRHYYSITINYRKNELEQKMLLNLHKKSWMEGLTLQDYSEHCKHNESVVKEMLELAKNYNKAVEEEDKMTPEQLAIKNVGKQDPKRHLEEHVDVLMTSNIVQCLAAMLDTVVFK
CSN inh = blocks human CSN-mediated cullin deneddylation. 0.38% of 360,000 active. inhibition, % at 12.5 µM. Purified CSN, SCF-Nedd8-OG deneddylation, fluorescence polarization. Q92905. AID 651999;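 active means pattern-corrected inhibition above about 35%, with an unprinted fluorescence ratio check between 0.5 and 1.5, limit read from the data, passing the limit was not always enough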;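 further: 0% = enzyme with substrate and 100% = substrate without enzyme; some results filed as inactive read as strong as hits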
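assay system = purified human Csn5 enzyme expressed in HEK293T cells | amount = 0.24 nM enzyme | buffer or medium = Tris/NaCl/DTT buffer, pH 7.5 | reagent = 10 nM SCFSkp2-Nedd8OG | compound = one concentration, 12.5 µM, 0.25% DMSO | times = 90 min reaction at room temperature | signal = FP | read-out basis = % inhibition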
PABP1 MLLE inh = inhibitors of microRNA-mediated deadenylation, human PABP1 MLLE binding | P11940 | GST-MLLE / FITC-PAM2 fluorescence polarization | inhibition, % at 20 µM | 0.36% of 360,000 active | AID 588489; in the data active means inhibition above about 35%, passing the limit was not always enough;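 further: plate controls were DMSO wells with GST-MLLE for no effect and wells lacking GST-MLLE protein for full effect; some results filed as inactive read as strong as hits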
LMPTP block = blocks human LMPTP phosphatase; P24666; recombinant LMPTP-A, OMFP fluorogenic substrate, fluorescence intensity; inhibition, % at 20 µM; 0.22% of 360,000 active; AID 651560;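 active means compounds that cut the enzyme signal by at least half of the control window in the single-dose screen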;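 further: plate controls were DMSO wells with enzyme plus substrate for no effect and substrate without enzyme for full effect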
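Test system – LMPTP-A enzyme · Amount – LMPTP-A at 0.625 nM final in the reaction · Buffer or medium – Bis-Tris pH 6.0, DTT, detergent · Reagent – OMFP 400 µM · Doses – single 20 µM dose · Schedule – reaction 50 min, room temperature, dark · Detection – fluorescence intensity of OMFP turnover product · Evaluation – percent inhibition versus substrate-only and uninhibited controls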
Tb MetRS inh = blocks T. brucei methionyl-tRNA synthetase activity | inhibition, % at 11.9 µM | purified T. brucei MetRS, ATP depletion, Kinase-Glo luminescence | 0.4% of 360,000 active;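 active means inhibition above a per-plate cutoff of the control wells' mean inhibition plus 3 SD, cut at about 5.5% in these data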;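 further: 0% = DMSO wells median and 100% = median of wells with control inhibitor compound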
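Dosing: 11.9 µM compound single dose, 0.9% DMSO; Assay system: purified T. brucei MetRS enzyme; Measured by: Kinase-Glo luciferase luminescence reporting remaining unconsumed ATP; Schedule: 15 min plus 2 h at 25 °C.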
NadD inh = blocks S. aureus nicotinate mononucleotide adenylyltransferase. 0.78% of 360,000 active. inhibition, % at 20 µM. purified NadD enzyme, colorimetric absorbance read-out; in the data active means inhibition above about 26%; further: some compounds past the cut are filed as inactive
STEP inh = blocks human striatal-enriched tyrosine phosphatase. inhibition, % at 20 µM. 0.25% of 360,000 active. recombinant STEP, OMFP fluorogenic substrate, fluorescence;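 active means inhibition at 20 µM, scaled per plate between control wells, above about 37%, limit read from the data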;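 further: 0% = DMSO with enzyme and substrate and 100% = substrate only without enzyme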
Target sequence (P54829 whole entry, looked up): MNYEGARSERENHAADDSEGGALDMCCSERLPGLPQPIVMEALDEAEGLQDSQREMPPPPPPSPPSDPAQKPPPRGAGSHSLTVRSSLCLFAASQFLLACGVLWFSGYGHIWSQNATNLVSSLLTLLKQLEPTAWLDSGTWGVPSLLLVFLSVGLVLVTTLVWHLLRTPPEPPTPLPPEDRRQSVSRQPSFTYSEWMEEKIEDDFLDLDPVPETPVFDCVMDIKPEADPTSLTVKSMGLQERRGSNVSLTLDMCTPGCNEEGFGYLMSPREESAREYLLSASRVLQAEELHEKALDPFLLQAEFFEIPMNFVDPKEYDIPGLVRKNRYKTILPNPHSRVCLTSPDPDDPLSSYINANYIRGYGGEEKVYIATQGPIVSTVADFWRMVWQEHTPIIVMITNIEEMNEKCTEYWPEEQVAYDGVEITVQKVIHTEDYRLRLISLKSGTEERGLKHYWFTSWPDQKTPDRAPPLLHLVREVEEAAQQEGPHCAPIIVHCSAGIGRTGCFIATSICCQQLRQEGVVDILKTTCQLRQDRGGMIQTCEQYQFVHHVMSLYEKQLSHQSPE
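medium = Bis-Tris buffer pH 6.0, 2.5 mM DTT, 0.005% Tween 20 | test system = STEP (striatal-enriched tyrosine phosphatase) enzyme, cell-free | measure = normalized % inhibition | compound dosing = 20 µM, 1% DMSO | also added = 25 µM OMFP | schedule = reaction 20 min, ambient temperature | measured by = fluorescence read at 480 nm ex / 540 nm em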
The depositor's hits bear a star; i = inactive; . = not tested or not shown.

SMILES	Scp1 inh	SUMO1 PPI mod	DNMT1 block	Rpn11 inh	CSN inh	PABP1 MLLE inh	LMPTP block	Tb MetRS inh	NadD inh	STEP inh
COc1ccccc1N(Cc1ccccc1)S(=O)(=O)c1cccc(C(=O)Nc2ccc(C(C)=O)cc2)c1	-9	-3	-9	i	-1	-9	3.2	-0.2	-5	0
COc1ccc(Br)cc1/C=N/N1C(=O)CSC1=S	-5	-7	-14	i	4	1	0.8	0.1	15	-1
Cc1noc(C)c1COC(=O)C1CCN(S(=O)(=O)c2c(Cl)cccc2Cl)CC1	3	5	15	i	-3	-6	-0.9	0.3	-8	0
NC(=O)C1CCN(c2ccc(S(=O)(=O)N3CCCCC3)cc2[N+](=O)[O-])CC1	-7	-30	6	i	3	2	-0.1	-0.3	-4	-1
CCCCCCCCCCOC(=O)C[N+](C)(C)CC1CCCCC1O (stereo not drawn)	-3	7	3	i	-4	-10	-1.3	-0.7	-6	0
CCCc1nc(SCC(=O)Nc2ccccc2)c2c(=O)n(C)c(=O)n(C)c2n1	-14	1	6	i	1	10	-1.6	0.0	5	0
COc1ccc(CNC(=O)C(C)OC(=O)CO/N=C(\C)c2ccc3c(c2)OCO3)cc1 (stereo not drawn)	-5	2	-5	i	0	10	-0.8	-0.6	-7	1
CCCOc1cc2c(C#N)c(N3CCCC3)nc(N)c2c(N)n1	-1	51*	97*	i	23	18	24	-0.3	12	19
Fc1ccc2nc(C3CCCCN3Cc3nc(CC4CC4)no3)[nH]c2c1 (stereo not drawn)	11	-1	-6	i	0	5	-1.5	-1.7	0	1
c1ccc(C(c2ccccc2)c2noc(CN3CCN(CC4CC4)CC3)n2)cc1	-7	-3	-3	i	2	1	-0.6	-1.0	-1	-4
O=C(CNC(=O)c1ccc(Cl)cc1)OCCCOC(=O)CNC(=O)c1ccc(Cl)cc1	-12	-1	1	i	-1	-19	-0.3	0.7	2	0
c1ccc(CCNc2cnccn2)cc1	2	2	2	i	1	-11	2.3	-1.5	-3	-2
CCN(CC)C(=O)CSc1nnc(-c2cc3ccccc3cc2O)n1CC	0	-6	2	i	-3	-3	-2.8	0.2	6	3
CC(=O)Nc1cccc(-c2cc(N3CCN(CCO)CC3)n3nccc3n2)c1	.	2	0	i	1	-16	1.6	0.0	-1	0
CCOc1ccc(OCc2ccc(C(=O)NCC3CCCO3)o2)cc1 (stereo not drawn)	-5	-2	-1	i	2	18	0.0	-0.5	1	0
COc1cc2c(cc1OC)CN(C(=O)CCOc1ccccc1)CC2	-3	-6	-3	i	6	-32	0.0	-0.5	-5	0
CC(=O)Nc1ccc(S(=O)(=O)NCCc2c[nH]c3ccc(C)cc23)cc1	-4	-1	-2	i	4	-14	-0.3	0.3	8	1
O=C(CN1CCCCC1)N/N=C/c1cc2ccccc2nc1Cl	-7	-17	10	i	5	5	1.0	-0.3	-6	-1
COC(=O)c1ccc(CSc2nc3ccccc3c(=O)n2-c2ccccc2)o1	-18	1	-4	i	-1	8	3.6	-0.5	3	-1
Cc1cccc(/C=N/NC(=O)c2cc(-c3cccnc3)nc3ccccc23)c1	-10	-1	4	i	-4	-15	-1.2	0.2	-8	-4
Cc1ccc(S(=O)(=O)NC2CC(=O)N(c3ccc4c(c3)OCCO4)C2)cc1 (stereo not drawn)	-2	7	1	i	6	-16	-0.6	-0.2	-4	-1
CCc1ccc(NC(=O)CN2CCc3ccccc3C2)cc1	0	-1	-13	i	-1	-13	1.5	-0.9	1	0
C[C@H]1CN([C@@H](C)CO)C(=O)CCCn2nncc2CO[C@@H]1CN(C)S(=O)(=O)c1cccc(C#N)c1	.	3	3	i	1	-10	-2.0	0.5	6	1
COc1ccc(CCNC(=O)CSc2nnc3ccc(-c4cccnc4)nn23)cc1OC	1	-26	0	i	2	9	-1.5	-0.3	-4	-1
O=C(c1ccco1)N1CCN(c2cc(N3CCOCC3)c(F)cc2[N+](=O)[O-])CC1	-1	-19	3	i	-8	11	4.0	-0.8	0	1

Rewritten in markdown: entries from further up
| Structure | Scp1 inh | SUMO1 PPI mod | DNMT1 block | Rpn11 inh | CSN inh | PABP1 MLLE inh | LMPTP block | Tb MetRS inh | NadD inh | STEP inh |
| --- | --- | --- | --- | --- | --- | --- | --- | --- | --- | --- |
| c1ccc(CCNc2cnccn2)cc1 | 2 | 2 | 2 | i | 1 | -11 | 2.3 | -1.5 | -3 | -2 |
| CCN(CC)C(=O)CSc1nnc(-c2cc3ccccc3cc2O)n1CC | 0 | -6 | 2 | i | -3 | -3 | -2.8 | 0.2 | 6 | 3 |
| CC(=O)Nc1cccc(-c2cc(N3CCN(CCO)CC3)n3nccc3n2)c1 | . | 2 | 0 | i | 1 | -16 | 1.6 | 0.0 | -1 | 0 |

(next part)
SMILES	Scp1 inh	SUMO1 PPI mod	DNMT1 block	Rpn11 inh	CSN inh	PABP1 MLLE inh	LMPTP block	Tb MetRS inh	NadD inh	STEP inh
O=C(NC1CCCCC1)C1CC(=O)N(CCc2ccc(F)cc2)C1 (stereo not drawn)	-5	-4	-3	i	8	-19	-0.7	-0.4	-13	0
COc1ccc(NC(=O)CSc2nc3c(c(-c4cccs4)c2C#N)CN(C)CC3)cc1OC	-5	-1	-3	i	3	57	4.9	0.0	23	0
c1ccc(-c2ccccc2OCCOCCN2CCNCC2)cc1	-3	5	3	i	0	9	-3.5	-0.6	0	-1
O=C(NCc1ccccc1)C1=C[C@H](c2ccc3c(c2)OCO3)C[C@H](OCc2ccc(CO)cc2)O1	-2	19	-3	i	-4	-11	3.0	-0.3	-1	-2
N#Cc1c2nc3ccccc3nc2n2cc(NC(=O)c3ccc(F)cc3)ccc12	12	23	103*	i	-8	37	45	-0.9	7	16
COc1ccccc1/C=C/C=N/NC(=O)c1cccs1	-4	-22	-4	i	2	-10	0.1	0.9	0	1
CC(C)(C)c1nnc2cccc(Cl)n12	-11	-6	6	i	2	-41	-0.9	0.2	-6	0
Cn1nc([N+](=O)[O-])nc1Oc1ccccc1N	-2	-16	3	i	-4	4	-1.6	-1.1	-3	0
CS(=O)(=O)Oc1ccccc1/C=C1/N=C(c2ccc(F)cc2)OC1=O	-7	-4	6	i	-4	-4	-1.7	0.6	-5	4
COc1ccccc1C(=O)NCCCNC(=O)c1ccccn1	-3	4	1	i	3	1	-1.3	-1.2	2	-1
O=C(/C=C/c1ccccc1)Oc1coc(CSc2ncccn2)cc1=O	-3	-13	27	i	2	-2	0.3	0.3	-4	1
CCn1c(=O)cc(OCC(=O)NCc2ccco2)c2ccccc21	57*	-1	19	i	-2	8	-2.0	-1.9	7	2
CNC(=O)CSc1nnc(-c2cc(C)cc(C)c2)o1	-3	3	5	i	3	-7	-1.5	-1.7	-1	-5
CC(=O)c1ccc(NC(=O)C(C)OC(=O)c2ccc(Br)o2)cc1 (stereo not drawn)	3	-4	-2	i	-4	-9	-1.4	-0.5	-2	-2
COc1ccc(OC)c(C(c2nnnn2Cc2ccccc2)N2CCN(C3CCCCC3)CC2)c1 (stereo not drawn)	-6	0	-1	i	-5	10	-3.6	-0.5	-2	4
CCCCC/C=C\C[C@H](O)/C=C/c1cccc(C[C@H](O)CCCCO)n1	-16	2	-38	i	5	-22	0.5	-1.8	-2	-3
O=C(Nc1ccc(S(=O)(=O)Nc2nccs2)cc1)c1cccc(N2C(=O)c3ccccc3C2=O)c1	-24	3	3	i	-1	-15	12	-0.1	39*	-2
Cc1cc(C)c(C#N)c(SCC(O)CS(=O)(=O)Cc2ccccc2)n1 (stereo not drawn)	5	-3	10	i	-4	15	-0.3	-0.9	-3	-2
CCc1nc(NCC2CCCO2)c2oc3ccccc3c2n1 (stereo not drawn)	-6	-1	4	i	16	4	-3.0	-0.4	-2	5
CCOc1ccc(NC(=O)c2sc3nc(C)nc(N4CCOCC4)c3c2C)cc1	1	-10	0	i	-1	1	0.6	-0.4	-7	2
O=C(Nc1ncccc1O)c1ccc(C(=O)c2ccccc2)cc1	-8	-6	1	i	0	-5	-0.2	-0.1	-2	-1
O=C(Nc1cnccn1)Nc1cccc(Cl)c1Cl	-5	-1	25	i	2	6	0.7	-0.7	3	-2
CCOc1cc(N2CCOCC2)c(OCC)cc1NC(=O)CC12CC3CC(CC(C3)C1)C2	-3	0	-11	i	6	-12	1.7	-0.3	1	2
COc1ccc(CN(CCN)C2CC(C)N(C)CC2C)cc1 (stereo not drawn)	-5	-1	1	i	-5	-9	-7.2	-0.5	7	-1
Cc1[nH]c2ccccc2c1SCC(=O)N1CCOCC1	-9	1	-1	i	1	4	-1.5	-0.1	-4	0

Continuation.
SMILES	Scp1 inh	SUMO1 PPI mod	DNMT1 block	Rpn11 inh	CSN inh	PABP1 MLLE inh	LMPTP block	Tb MetRS inh	NadD inh	STEP inh
Cc1ccc(NC(=O)c2ccc(-n3cccn3)c([N+](=O)[O-])c2)cc1C	-6	-2	-9	i	6	-17	0.5	1.3	-2	2
O=C(Nc1ccncc1)Nc1ccc(Cl)cc1Cl	-5	-6	1	i	-3	-11	4.3	-0.4	-9	1
NC(=O)NN=C1C2CCCC1C(c1ccccc1)NC2c1ccccc1 (stereo not drawn)	-9	5	4	i	0	4	-0.2	-0.7	-13	-5
C1CC(CN2CCOCC2)CN(Cc2nc(CC3CC3)no2)C1 (stereo not drawn)	-6	-2	1	i	4	14	-3.3	-0.4	-1	-2
CCOC(=O)C1=C(Nc2ccc(Br)cc2)CC(C)(O)C(C(=O)OCC)C1c1ccccc1 (stereo not drawn)	1	-5	3	i	2	-8	0.8	-0.5	0	-10
Cc1cc(C(=O)CSc2n[nH]c(N)n2)c(C)n1-c1cc(F)ccc1F	-10	-1	-4	i	-5	-8	-1.3	-0.2	3	1
CN(C)c1ccc(N=Nc2ccc(C(=O)O)cc2)cc1	47	-39	33	i	24	-16	8.3	-0.2	-3	23
CCOc1nc(NCc2ccco2)nc(Nc2ccccc2F)n1	0	-3	-7	i	-4	-9	1.6	0.0	7	-3
COc1ccc(C)cc1NC(=O)CNC(C)C(=O)Nc1cc(Cl)ccc1Cl (stereo not drawn)	-8	-4	3	i	-2	-10	0.2	0.2	-7	-5
COCCn1c(SCC(=O)NC2CC2)nnc1-c1ccc(Cl)cc1	-8	-3	10	i	-3	-4	-1.0	-0.3	6	-1
O=C(Nc1cccc(O)c1)c1ccc(C(=O)c2ccccc2)o1	-4	-15	-2	i	-1	-5	1.1	-0.7	-7	-2
